Bioassay records from PubChem.
Rab2 wt GTP: modulators of GTP binding to Rab2A wildtype, primary screen, biochemical, dog, bead-based flow cytometry, multiplex; Ras-related protein Rab-2A (Canis lupus familiaris), P61105; GST-Rab2 wt beads, Bodipy-GTP binding; GTP binding activity, % at 10 µM; 190,000 compounds, 0.19% hits;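 active = GTP binding activity at least 20 points away from 100%, either lowered or raised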;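 also: 0% = beads with excess unlabeled GTP and 100% = no-compound control corrected for plate trend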
HRas wt GTP: modulators of GTP binding to HRas wildtype, primary screen, biochemical, bead-based flow cytometry, multiplex; GTPase HRas (Homo sapiens), P01112; GST-Ras wt beads, Bodipy-FL-GTP binding; actives lie on both sides; GTP binding activity, % at 10 µM; 190,000 compounds, 0.14% hits;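 active = GTP binding activity at least 20% away from the 100% baseline, either lowered as inhibitor or raised as activator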;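 also: 0% = unlabeled GTP competition control and 100% = no-compound control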
Target sequence (P01112 whole entry, looked up): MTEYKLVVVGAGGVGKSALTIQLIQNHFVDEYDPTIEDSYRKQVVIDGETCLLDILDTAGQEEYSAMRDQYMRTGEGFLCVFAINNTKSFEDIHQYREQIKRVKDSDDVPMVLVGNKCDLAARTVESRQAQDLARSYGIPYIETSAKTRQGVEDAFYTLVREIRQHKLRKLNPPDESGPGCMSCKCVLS
Rac1 wt modul: wildtype Rac1 GTP binding modulators, primary screen, biochemical, GST-Rac1 beads, flow cytometry, multiplex; Ras-related C3 botulinum toxin substrate 1 (Homo sapiens), P63000; fluorescent GTP binding; actives lie on both sides; 0 = cold GTP competed, 100 = untreated; GTP binding activity (% of control), % at 10 µM; 190,000 compounds, 0.27% hits; AID 757, 2007;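 active = GTP binding activity at least 20 points away from the 100% control level, either lower or higher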
Mcl1 Noxa PPI: Mcl-1/Noxa binding inhibitors, primary screen, biochemical, TR-FRET, 1536-well; TR-FRET Mcl-1/Noxa peptide binding, 2 h; inhibition, % at 21.7 µM; 220,000 compounds, 1.5% hits;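 active = compounds that cut the protein-peptide binding signal by more than 50% relative to plate controls in a single-dose test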;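 also: His-tagged Mcl-1 with rhodamine Noxa BH3 peptide and terbium anti-His antibody; 0% = Mcl-1 plus Noxa peptide wells and 100% = peptide-only wells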
Target sequence (Q07820 whole entry, looked up): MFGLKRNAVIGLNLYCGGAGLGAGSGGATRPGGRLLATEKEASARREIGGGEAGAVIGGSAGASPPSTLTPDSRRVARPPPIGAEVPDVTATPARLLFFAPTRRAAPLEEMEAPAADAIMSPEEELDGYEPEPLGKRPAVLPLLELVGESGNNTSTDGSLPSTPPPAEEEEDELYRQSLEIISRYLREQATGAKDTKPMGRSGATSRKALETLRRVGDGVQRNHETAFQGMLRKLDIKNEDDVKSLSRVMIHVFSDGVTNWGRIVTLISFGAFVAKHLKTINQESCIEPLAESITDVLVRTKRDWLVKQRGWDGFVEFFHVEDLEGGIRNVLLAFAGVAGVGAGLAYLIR
Rac1 act GTP bind: GTP binding modulators of activated mutant Rac1, primary screen, biochemical, bead-based flow cytometry, multiplex, fluorescent GTP | percent activity (GTP binding), % at 10 µM | GST-Rac1 activated beads; actives lie on both sides; 100% means binding = to untreated wells | 190,000 compounds, 0.11% hits | Ras-related C3 botulinum toxin substrate 1 (Homo sapiens), P63000 | AID 764, 2007;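 active = GTP binding at least 20 percentage points away from the 100% baseline, in either direction, so actives lie on both sides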
Mcl1-Bid inh: Mcl-1/Bid binding inhibitors, primary screen, biochemical, TR-FRET, 1536-well; Induced myeloid leukemia cell differentiation protein Mcl-1 (Homo sapiens), Q07820; TR-FRET Mcl-1/Bid-Dy647 peptide binding; inhibition, % at 21.7 µM; 220,000 compounds, 0.97% hits; AID 1021, 2008;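 active = compounds that cut the binding signal by more than half at the single screening dose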;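 also: His-tagged Mcl-1 with europium anti-His antibody binding Bid BH3 peptide; 0% = Mcl-1 plus peptide wells and 100% = peptide-only wells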
Mcl-1 Bim block: inhibitors of Bim peptide binding to Mcl-1, primary screen, biochemical, bead-based flow cytometry, multiplex | Induced myeloid leukemia cell differentiation protein Mcl-1 (Homo sapiens), Q07820 | Bim peptide-Mcl-1 binding | inhibition, % at 10 µM | 190,000 compounds, 0.1% hits; in the data active = inhibition above about 40%;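 also: 0% = no compound tracer wells and 100% = peptide blocker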
Rab7 wt GTP bind: modulators of GTP binding to Rab7, primary screen, biochemical, wildtype, multiplex bead flow cytometry; Rab7 GTPase wild type (dog), Bodipy-FL-GTP binding; GST-Rab7 beads, fluorescent GTP binding; actives lie on both sides; untreated = 100%, excess cold GTP = 0%; GTP binding activity (percent of control), % at 10 µM; 190,000 compounds, 0.055% hits;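 active = fluorescent GTP binding to Rab7 beads changed by at least 20 points from the 100% baseline, either direction, mostly lower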;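 also: median green fluorescence of bound Bodipy-FL-GTP per Rab7 bead population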
Cdc42 wt GTP: modulators of GTP binding to wildtype Cdc42, primary screen, biochemical, multiplex bead flow cytometry, Bodipy-GTP; Cell division control protein 42 homolog (Homo sapiens), P60953; GST-Cdc42 beads; actives lie on both sides; percent activity (GTP binding), % at 10 µM; 190,000 compounds, 0.2% hits; AID 761, 2007;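 active = percent activity GTP binding at least 20 points away from the 100% baseline, either down as inhibitor or up as activator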;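 also: median bead fluorescence of bound Bodipy-FL-GTP at 100 nM; 0% = excess unlabeled GTP control and 100% = no compound control; below 100% means less GTP binding so inhibitor and above means activator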
Target sequence (P60953 whole entry, looked up): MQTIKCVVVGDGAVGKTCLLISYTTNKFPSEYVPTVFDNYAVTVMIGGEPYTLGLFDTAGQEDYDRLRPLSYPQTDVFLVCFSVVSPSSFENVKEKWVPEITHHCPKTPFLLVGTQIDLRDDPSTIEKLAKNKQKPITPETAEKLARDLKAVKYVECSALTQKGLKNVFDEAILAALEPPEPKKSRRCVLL
Pf gametocyte: late stage P. falciparum gametocyte viability inhibitors, primary screen, ATP luminescence, HTS. P. falciparum stage V gametocytes, 24 h. inhibition, % at 10.9 µM. 150,000 compounds, 0.065% hits. AID 743093, 2013;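 active = inhibition above the mean plus 3 SD of compounds within the control limits, set per campaign, cut at about 38% in these data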;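 also: 0% = DMSO wells and 100% = medium only without gametocytes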
Avidin bead fluor: green autofluorescence of compounds with avidin beads – biophysical, 488/530 nm, flow cytometry, artefact control, profiling panel | 220,000 compounds, 0.38% hits | compound fluorescence 488/530 nm; stronger effect = higher value | fluorescence (KMESF) at 10 µM; in the data active = fluorescence above about 47; also: inactives centre near 10
Numbers without * were called inactive; nt = not tested or not shown.

Key to letters – A = Rab2 wt GTP; B = HRas wt GTP; C = Rac1 wt modul; D = Mcl1 Noxa PPI; E = Rac1 act GTP bind; F = Mcl1-Bid inh; G = Mcl-1 Bim block; H = Rab7 wt GTP bind; I = Cdc42 wt GTP; J = Pf gametocyte; K = Avidin bead fluor
[1] O=C(c1cccs1)N1CCC(Cc2ccccc2)CC1
  A: 100.0; B: 104.0; C: 105.0; D: 10.1; E: 99.0; F: 5.3; G: -2.0; H: 101.0; I: 106.0; J: nt; K: 29

[2] CN(C)C(=O)COC(=O)c1ccccc1Sc1ccccc1C#N
  A: 102.0; B: 101.0; C: 99.0; D: 23.6; E: 97.0; F: -9.6; G: 4.0; H: 103.0; I: 102.0; J: -22.3; K: 10

[3] Cc1cc(C)n(CCNC(=O)c2cc(COc3c(F)cccc3F)on2)n1
  A: 96.0; B: 96.0; C: 102.0; D: 7.2; E: 94.0; F: -2.1; G: -1.0; H: 98.0; I: 97.0; J: -18.8; K: 12

[4] CCCC(=O)NNc1c2ccccc2nc2ccccc12
  A: 93.0; B: 95.0; C: 98.0; D: 19.9; E: 98.0; F: -23.7; G: -3.0; H: 96.0; I: 100.0; J: 18.1; K: 11

[5] COCCn1c(SCC(=O)Nc2ccc3c(c2)OCCO3)nnc1-c1c[nH]c2ccccc12
  A: 100.0; B: 100.0; C: 108.0; D: -6.8; E: 98.0; F: 12.1; G: -4.0; H: 99.0; I: 103.0; J: nt; K: 11

[6] O=C(CCCCn1c(=S)[nH]c2ccsc2c1=O)NCc1ccco1
  A: 100.0; B: 100.0; C: 96.0; D: 11.8; E: 97.0; F: -30.7; G: -1.0; H: 101.0; I: 100.0; J: nt; K: 7

[7] C=CCNc1nc(C(=O)OCC)nc2ccccc12
  A: 102.0; B: 101.0; C: 99.0; D: -7.2; E: 99.0; F: -5.7; G: -1.0; H: 103.0; I: 98.0; J: -16.1; K: 12

[8] COc1cc(C(=O)NC(=S)NNC(=O)c2cnccn2)cc(OC)c1OC
  A: 97.0; B: 99.0; C: 99.0; D: -38.5; E: 96.0; F: -54.6; G: -6.0; H: 99.0; I: 99.0; J: nt; K: 19

[9] COc1cccc(-c2nc(SCC(=O)Nc3nc(-c4ccccc4)c(C)s3)[nH]c(=O)c2C#N)c1
  A: 93.0; B: 92.0; C: 94.0; D: 29.4; E: 87.0; F: 17.0; G: 0.0; H: 101.0; I: 88.0; J: nt; K: 11

[10] S=C(Nc1ccccc1)N1N=CCC1c1ccccc1 (centres undefined)
  A: 97.0; B: 100.0; C: 96.0; D: -1.7; E: 97.0; F: -25.9; G: -3.0; H: 98.0; I: 100.0; J: 0.4; K: 7

[11] COc1cc(C2NCC(c3ccc(Cl)cc3Cl)c3c2[nH]c2ccccc32)cc(OC)c1OC (centres undefined)
  A: 99.0; B: 101.0; C: 104.0; D: 13.0; E: 100.0; F: -6.9; G: -4.0; H: 99.0; I: 101.0; J: 10.6; K: 15

[12] COc1ccccc1Nc1ncc(C(=O)N2CCC(C(N)=O)CC2)c2ccccc12
  A: 102.0; B: 102.0; C: 99.0; D: 8.1; E: 100.0; F: -12.5; G: -3.0; H: 99.0; I: 101.0; J: 6.7; K: 13

[13] O=C(CCCCC(=O)NCc1cccs1)NCc1cccs1
  A: 107.0; B: 108.0; C: 103.0; D: -11.0; E: 101.0; F: -10.4; G: -4.0; H: 104.0; I: 107.0; J: nt; K: 11

[14] COc1cc(NC(=O)c2ccc(Cl)cc2Cl)ccc1-c1cc2ccccc2oc1=O
  A: 105.0; B: 102.0; C: 105.0; D: 6.9; E: 101.0; F: 20.4; G: 0.0; H: 107.0; I: 102.0; J: nt; K: 23

[15] O=C(NCc1ccc2c(c1)OCO2)C(=O)NC1CCCCC1
  A: 99.0; B: 99.0; C: 102.0; D: 21.9; E: 99.0; F: 9.5; G: 2.0; H: 98.0; I: 102.0; J: nt; K: 4

[16] CC1CCN(c2nc(-c3cccnc3)nc3scc(-c4ccccc4)c23)CC1
  A: 97.0; B: 99.0; C: 101.0; D: 13.9; E: 99.0; F: -5.0; G: -4.0; H: 98.0; I: 92.0; J: -0.3; K: 6

[17] COc1ccc(CNC(=O)C(CCSC)NC(=O)c2ccco2)cc1 (centres undefined)
  A: 103.0; B: 102.0; C: 104.0; D: 8.0; E: 102.0; F: -25.9; G: 1.0; H: 102.0; I: 102.0; J: -5.5; K: 40

[18] O=C(c1ccc2c(=O)n(-c3ccccc3)c(=S)[nH]c2c1)N1CCCCC1
  A: 98.0; B: 96.0; C: 100.0; D: 8.2; E: 97.0; F: -23.2; G: -15.0; H: 102.0; I: 95.0; J: 4.3; K: 5

[19] O=C(O)[C@H](CO)Nc1ncnc2sc3c(c12)CCC3
  A: 101.0; B: 103.0; C: 103.0; D: 11.8; E: 99.0; F: -3.2; G: -2.0; H: 101.0; I: 102.0; J: nt; K: 39

[20] COc1cccc(-n2cnc3sc4c(c3c2=O)CCC4)c1
  A: 94.0; B: 95.0; C: 96.0; D: 16.1; E: 96.0; F: -6.6; G: -3.0; H: 94.0; I: 97.0; J: 12.2; K: 7

The final 2 records of the section before are carried over, then new ones follow.
Key to letters – A = Rab2 wt GTP; B = HRas wt GTP; C = Rac1 wt modul; D = Mcl1 Noxa PPI; E = Rac1 act GTP bind; F = Mcl1-Bid inh; G = Mcl-1 Bim block; H = Rab7 wt GTP bind; I = Cdc42 wt GTP; J = Pf gametocyte; K = Avidin bead fluor
[19] O=C(O)[C@H](CO)Nc1ncnc2sc3c(c12)CCC3
  A: 101.0; B: 103.0; C: 103.0; D: 11.8; E: 99.0; F: -3.2; G: -2.0; H: 101.0; I: 102.0; J: nt; K: 39

[20] COc1cccc(-n2cnc3sc4c(c3c2=O)CCC4)c1
  A: 94.0; B: 95.0; C: 96.0; D: 16.1; E: 96.0; F: -6.6; G: -3.0; H: 94.0; I: 97.0; J: 12.2; K: 7

[21] CN(C)S(=O)(=O)c1cccc(COC(=O)c2ccc3c(c2)OCO3)c1
  A: 97.0; B: 97.0; C: 95.0; D: 7.2; E: 96.0; F: 0.6; G: -1.0; H: 93.0; I: 96.0; J: -7.9; K: 13

[22] Cc1ccc(C)c(SCC(=O)NC(=O)Nc2ccc3c(c2)OCCO3)c1
  A: 96.0; B: 93.0; C: 99.0; D: 6.8; E: 91.0; F: -0.9; G: -2.0; H: 96.0; I: 98.0; J: nt; K: 12

[23] CN(CC(=O)Nc1nc2ccc(F)cc2s1)S(=O)(=O)c1ccc(Cl)cc1
  A: 98.0; B: 101.0; C: 100.0; D: -6.3; E: 96.0; F: -53.8; G: 3.0; H: 97.0; I: 101.0; J: nt; K: 9

[24] Cc1ccc(N/C=C/C(=O)c2cccs2)cc1
  A: 96.0; B: 99.0; C: 103.0; D: -5.5; E: 99.0; F: -33.1; G: 2.0; H: 97.0; I: 100.0; J: nt; K: 8

Structural class: those above with four or more nitrogen atoms.
Key to letters – A = Rab2 wt GTP; B = HRas wt GTP; C = Rac1 wt modul; D = Mcl1 Noxa PPI; E = Rac1 act GTP bind; F = Mcl1-Bid inh; G = Mcl-1 Bim block; H = Rab7 wt GTP bind; I = Cdc42 wt GTP; J = Pf gametocyte; K = Avidin bead fluor
[3] Cc1cc(C)n(CCNC(=O)c2cc(COc3c(F)cccc3F)on2)n1
  A: 96.0; B: 96.0; C: 102.0; D: 7.2; E: 94.0; F: -2.1; G: -1.0; H: 98.0; I: 97.0; J: -18.8; K: 12

[5] COCCn1c(SCC(=O)Nc2ccc3c(c2)OCCO3)nnc1-c1c[nH]c2ccccc12
  A: 100.0; B: 100.0; C: 108.0; D: -6.8; E: 98.0; F: 12.1; G: -4.0; H: 99.0; I: 103.0; J: nt; K: 11

[8] COc1cc(C(=O)NC(=S)NNC(=O)c2cnccn2)cc(OC)c1OC
  A: 97.0; B: 99.0; C: 99.0; D: -38.5; E: 96.0; F: -54.6; G: -6.0; H: 99.0; I: 99.0; J: nt; K: 19

[9] COc1cccc(-c2nc(SCC(=O)Nc3nc(-c4ccccc4)c(C)s3)[nH]c(=O)c2C#N)c1
  A: 93.0; B: 92.0; C: 94.0; D: 29.4; E: 87.0; F: 17.0; G: 0.0; H: 101.0; I: 88.0; J: nt; K: 11

[12] COc1ccccc1Nc1ncc(C(=O)N2CCC(C(N)=O)CC2)c2ccccc12
  A: 102.0; B: 102.0; C: 99.0; D: 8.1; E: 100.0; F: -12.5; G: -3.0; H: 99.0; I: 101.0; J: 6.7; K: 13

[16] CC1CCN(c2nc(-c3cccnc3)nc3scc(-c4ccccc4)c23)CC1
  A: 97.0; B: 99.0; C: 101.0; D: 13.9; E: 99.0; F: -5.0; G: -4.0; H: 98.0; I: 92.0; J: -0.3; K: 6
